Screening data as filed in PubChem BioAssay.
uPA generation: cell surface uPA generation inhibition | hit rate 0.31% among 330,000 | Potency, µM (doses to about 38.3 µM), for inactives: top-dose activity change, negative = inhibition, most hits filed as inhibitors | cell surface uPA generation assay, qHTS; active = well fitted inhibition curve with a large enough effect; inconclusive = small, poorly fitted or top-dose-only effect; inactive = no such curve, though single readings can be large or run the other way; tested in mouse RAW 264.7 cells; also: potency is read from the fitted curve at half-maximal effect; % is scaled to controls: 0 for no effect and ±100 for the full control effect; nearly all actives have a fitted effect of over 55% in size
p53 reactivator: restores transcriptional activity of mutant p53; H1299 p53-A138V BP100-luciferase reporter, luminescence, 24 h; Potency, µM (titrated, usually from 92.2 µM), without a hit: at the highest dose activity change, positive = activation, most hits filed as activators; hit rate 0.063% among 320,000; AID 504706; also: potency is read from the fitted curve at half-maximal effect; % of control where 0% means no effect; nearly all actives have a fitted effect of over 45% in size
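p53-null H1299 cells stably carrying temperature-sensitive p53-A138V and a BP100-luciferase reporter were pinned with compounds (4-point, 1:5 series) and held 24 hrs at 37 deg C. Luminescence was read 10 min after detection reagent.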
a7 integrin act: activates integrin-mediated alleviation for muscular dystrophy; alpha7betagal myoblasts, beta-gal FDG fluorescence, 48 h; Potency, µM (series often up to 38.3 µM), inactives show top-dose activation, most hits filed as activators; hit rate 0.064% among 350,000;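 also: potency is read from the fitted curve at half-maximal effect; 100% = response of the positive control SU9516; nearly all actives have a fitted effect of over 60% in size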
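alpha7betagal+/- myoblasts (passage 13, 250/well) treated 48 h at 37C with compounds at 1:260 dilution of DMSO stock. Lysed, then beta-galactosidase activity read as FDG fluorescence (ex 480/em 540) after 30 min, with pre-read for autofluorescence.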
ASM inhibitor: human S-ASM enzyme inhibition; placental ASM, HMU-PC fluorogenic substrate, 60 min; hit rate 0.006% among 340,000; Potency, µM (doses to about 57.5 µM), without a hit: at the top dose activity change, negative = inhibition, usual class: inhibitors; P17405; also: potency is read from the fitted curve at half-maximal effect
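Fluorogenic HMU-PC substrate (9 uM final) is turned over by placental ASM in 60 min at 37 C after a 10 min compound preincubation. Reaction ended by alkaline stop (pH 10), with fluorescence read at 386/447 nm.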
TSG101-PTAP inh: blocks PTAP/TSG101 interaction to inhibit HIV-1 budding; Q99816; AID 493005; 340,000 tested, under 10 active; Potency, µM (doses to about 115 µM), for inactives: at the top dose activity change, negative = inhibition, hits mostly inhibitors; Fluorescence polarization, FITC-PTAP peptide / Tsg101 binding; active = well fitted inhibition curve with a large enough effect in the main read-out, with a control signal flat, not every such curve was filed as active; inconclusive = small, poorly fitted or top-dose-only effect, or effect the other way, or a change in a side signal; inactive = no such curve, though single readings can be large or run the other way; also: potency is read from the fitted curve at half-maximal effect; % of control where 0% means no effect
Target sequence (Q99816 whole entry, looked up): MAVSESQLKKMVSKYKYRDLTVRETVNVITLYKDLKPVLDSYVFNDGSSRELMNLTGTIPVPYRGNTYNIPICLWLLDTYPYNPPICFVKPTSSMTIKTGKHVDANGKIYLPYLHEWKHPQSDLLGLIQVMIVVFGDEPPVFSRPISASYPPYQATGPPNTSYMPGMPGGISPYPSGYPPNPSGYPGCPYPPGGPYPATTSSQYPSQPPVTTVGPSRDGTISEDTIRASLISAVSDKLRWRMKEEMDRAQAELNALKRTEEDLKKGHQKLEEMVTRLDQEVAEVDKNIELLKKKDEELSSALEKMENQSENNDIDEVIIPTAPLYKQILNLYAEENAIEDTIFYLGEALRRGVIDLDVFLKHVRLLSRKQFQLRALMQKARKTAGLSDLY
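Steps: Tsg101 binding domain dispensed (10 uM final), compounds pinned in DMSO, FITC-labeled PTAP-motif peptide added (50 nM final); after 20 min binding at room temperature, polarization measured.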
BRCA1 expr up: increases BRCA1 expression; hit rate 1.1% among 380,000; MCF7-BRCA1-FFLuc reporter, luminescence, 48 h; response scale: scaled: vehicle 0%, 10 µM genistein 100%; Potency, µM (doses to about 46.1 µM), for the others: top-dose activation, hits mostly activators; also: potency is read from the fitted curve at half-maximal effect; nearly all actives have a fitted effect of over 80% in size; some results filed as inactive show a strong effect at the top dose
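MCF7 cells carrying a BRCA1-firefly luciferase reporter (2000 cells/well, phenol-red free MEM) were attached for 2 h at 37 °C, then given compounds for 48 h. Luminescence was read 15 min after luciferase reagent; activity normalized to genistein (10 microM) and DMSO.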
B2AR arrestin: recruits beta-arrestin to the human beta2-adrenergic receptor; P07550; beta-arrestin recruitment to beta2AR, cell-based reporter; Potency, µM (doses to about 46.1 µM), inactives show top-dose activation, usual class: activators; hit rate 0.02% among 330,000; AID 492947;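 also: potency is read from the fitted curve at half-maximal effect; 0% = DMSO controls and full agonism = EC100 isoproterenol or metaproterenol; nearly all actives have a fitted effect of over 65% in size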
TRPV1 ag: activates the human vanilloid receptor TRPV1. TRPV1-expressing cells, Fluo-8 calcium influx, agonist mode. activation, % at 8.33 µM. hit rate 0.19% among 320,000. AID 540275; in the data active = activation above about 80%; inconclusive = between about 30% and that limit; also: 0% is about no effect
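TRPV1-expressing cells were cultured overnight at 35.5C and loaded with Fluo-8 calcium dye for 40 to 90 min at room temperature. After a 10 s baseline, compound was added and calcium influx was read kinetically for 3 min (ex 480/em 520 nm).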
ELG1 genotoxic: genotoxicity induction in ELG1-luciferase HEK293T cells. Potency, µM (doses to about 46 µM), without a hit: at the top dose activity change, positive = activation, hits mostly activators. HEK293T ELG1-luciferase reporter, luminescence, 16 h. hit rate 1.3% among 330,000. AID 504466; also: potency is read from the fitted curve at half-maximal effect; % of control where 0% means no effect; nearly all actives have a fitted effect of over 60% in size
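After overnight (16 hr) compound treatment at 37 °C, ELG1-luciferase HEK293T cells were lysed with ONE-Glo; luminescence quantified 30 min later at room temperature.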
Eya2 phos inh: inhibitors of human Eya2 phosphatase activity; O00167; recombinant Eya2, OMFP fluorescence dephosphorylation (OMFP is methylfluorescein phosphate); Potency, µM (titrated, usually from 76.9 µM), for inactives: at the top dose activity, negative = inhibition, most hits filed as inhibitors; hit rate 0.006% among 330,000; AID 488837; also: potency is read from the fitted curve at half-maximal effect; % is scaled to controls: 0 for no effect and ±100 for the full control effect
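Eya2 (0.2 uM) preincubated 10 min at ambient with compound, then OMFP substrate added at 50 uM; 10 min reaction in 50 mM HEPES pH 7.5, 50 mM NaCl, 5 uM MgCl2, 0.05% BSA, 1 mM DTT. Fluorescence read at Ex 485/Em 525 nm.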
USP2a inh: USP2a (human) protease inhibition; O75604; USP2 core, Ub-CHOP2 coupled fluorogenic reporter, 485/531; Potency, µM (top dose mostly 38.3 µM), without a hit: at the top dose activity change, negative = inhibition, usual class: inhibitors; hit rate 0.01% among 330,000;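 also: potency is read from the fitted curve at half-maximal effect; plate controls were DMSO wells for no effect and full inhibition by NEM control for full effect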
Target sequence (O75604 whole entry, looked up): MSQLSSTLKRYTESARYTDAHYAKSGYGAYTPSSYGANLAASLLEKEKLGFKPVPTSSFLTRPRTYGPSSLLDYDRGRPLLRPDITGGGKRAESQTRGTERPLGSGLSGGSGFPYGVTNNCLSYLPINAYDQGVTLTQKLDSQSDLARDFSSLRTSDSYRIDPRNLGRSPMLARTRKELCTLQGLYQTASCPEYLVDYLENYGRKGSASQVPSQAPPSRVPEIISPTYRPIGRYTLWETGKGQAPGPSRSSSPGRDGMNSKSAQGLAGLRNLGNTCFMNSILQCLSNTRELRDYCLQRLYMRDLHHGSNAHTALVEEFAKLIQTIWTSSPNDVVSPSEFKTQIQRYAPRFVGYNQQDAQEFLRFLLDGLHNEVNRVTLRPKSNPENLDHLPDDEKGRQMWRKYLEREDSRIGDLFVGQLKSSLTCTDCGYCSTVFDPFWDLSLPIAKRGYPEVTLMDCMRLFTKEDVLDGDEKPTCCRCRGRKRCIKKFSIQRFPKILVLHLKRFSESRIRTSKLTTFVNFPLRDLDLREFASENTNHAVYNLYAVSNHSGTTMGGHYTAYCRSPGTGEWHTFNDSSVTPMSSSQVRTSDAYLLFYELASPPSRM
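Cell-free coupled assay: 10nM USP2 core preincubated 30min RT with compound in Tris-HCl pH 8.0/CaCl2/CHAPS buffer, then 25nM Ub-CHOP2 and 25nM reporter substrate; fluorescence (Ex 485/Em 531) read after 60min RT, normalized to NEM inhibition, concentration-response curves fitted.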
* = called active by the depositor; ? = inconclusive; · = not tested or not shown; [ ] = remark or other dose. Unless noted, calls follow the shape of the dose curve; as a rule, active = well fitted curve in the direction sought with a large enough effect; inconclusive = small, poorly fitted or top-dose-only effect, or another doubt; inactive = no such curve, though single readings can be large; an effect the other way counts as inactive or inconclusive.

mol	uPA generation	p53 reactivator	a7 integrin act	ASM inhibitor	TSG101-PTAP inh	BRCA1 expr up	B2AR arrestin	TRPV1 ag	ELG1 genotoxic	Eya2 phos inh	USP2a inh
Cc1ccc(S(=O)(=O)NCCC(=O)N2CCCCC2)cc1	·	-1%	·	·	·	·	-1.0%	4	1%	6%	1%
Cc1cc(NC(=O)c2ccccc2)n(C(C)(C)C)n1	11%	-1%	0%	6%	-3%	-5%	-0.8%	-1	1%	-17%	2%
CCN(CC)C(C(=O)NC1CCCCC1)c1ccc(C)cc1 (stereo not given)	3%	0%	9%	3%	0%	-7%	-0.3%	16	20%	-6%	1%
O=C(CNc1ccccc1F)N/N=C/C1CC=CCC1 (stereo not given)	2%	1%	2%	7%	-5%	-3%	0.5%	0	2%	-2%	-4%
COC(=O)c1ccc(-n2c(C)cc(/C=N/Nc3nc(C)cc(=O)[nH]3)c2C)cc1	5%	-3%	-19%	-5%	4%	-13%	0.0%	4	-5%	5%	20%
O=C(O)c1ccccc1COc1ccccc1Cl	-8%	?	22%	1%	-4%	52%	-0.1%	-3	12%	1%	1%
Cc1cc2c(cc1S(=O)(=O)NC1CCCCC1C)OCC(=O)N2 (stereo not given)	4%	-6%	-16%	-2%	1%	2%	0.1%	2	8%	-1%	-1%
C(=N\N1CCN(c2ccccn2)CC1)/c1ccco1	0%	1%	16%	3%	-1%	53%	0.1%	4	?	-1%	0%
O=C(COC(=O)c1cc(=O)[nH]c2ccccc12)NCc1cccs1	-2%	0%	9%	19%	0%	5%	-1.1%	·	-4%	-20%	0%
NS(=O)(=O)c1ccc(CNC(=O)c2csc3c2CCCC3)cc1	1%	7%	-42%	-2%	-4%	-16%	-0.5%	9	3%	?	0%
COc1cc(/C=N/NC(=O)Cn2cnc3c2c(=O)n(C)c(=O)n3C)ccc1O	3%	-1%	15%	28%	-2%	-44%	-0.4%	1	0%	-1%	2%
O=C(CCCC(=O)N1CCCC1)N1CCCC1	6%	7%	?	-2%	-1%	77%	0.3%	-3	8%	-6%	-2%
CN(C)c1cc(-c2ccccc2)nc(-c2ccccc2)n1	3%	·	21%	5%	-3%	11%	-2.4%	1	0%	-11%	1%
COc1ccc(NC(=O)c2cc([N+](=O)[O-])ccc2N2CCCC2)cc1S(N)(=O)=O	-12%	-7%	6%	·	0%	-26%	0.0%	1	3%	-15%	-2%
CCNC(=O)NC(=O)c1csc([N+](=O)[O-])c1	-1%	?	5%	-4%	-1%	-5%	0.5%	-2	-1%	0%	-1%
COc1ccccc1NC(=O)CCN1C(=O)C2CC=C(Cl)CC2C1=O (stereo not given)	-5%	0%	-26%	8%	2%	5%	0.3%	-2	-1%	-1%	4%
C[C@H](NC(=O)c1ccco1)C(=O)NCCc1ccc(S(N)(=O)=O)cc1	0%	0%	-4%	2%	-6%	3%	0.4%	2	1%	-4%	0%
O=C(COC(=O)c1nc(Cl)ccc1Cl)NC1CCS(=O)(=O)C1 (stereo not given)	4%	-4%	5%	3%	-1%	-3%	0.0%	-2	-6%	-10%	2%
O=C1c2ccccc2C(=O)N1CC1c2ccccc2CCN1C(=O)N1CCOCC1 (stereo not given)	-1%	-2%	16%	4%	-5%	9%	0.4%	1	4%	-5%	0%
COc1cccc(NC(=O)CN(C)C(C)C(=O)Nc2ccc(C#N)cc2)c1 (stereo not given)	6%	1%	4%	-1%	0%	-16%	-0.3%	16	-5%	-20%	-5%
O=C(Nc1cccnc1)c1ccc2c(c1)C(=O)N(Cc1cccnc1)C2=O	·	-1%	-2%	2%	-8%	1%	0.0%	1	2%	12%	3%
Cc1ccc(N2C(=O)N(CC(=O)Nc3cc(Cl)ccc3C)C(=O)C2C)cc1 (stereo not given)	12%	-2%	10%	-1%	1%	-24%	0.1%	15	0%	-27%	2%
CN1c2ccccc2N(C)C1(C)c1ccccc1	-2%	-8%	-42%[inhibitor]	-9%	3%	-99%	-0.1%	0	-16%	4%	10%
Cn1nc(C(=O)NCCOc2ccccc2)c2ccccc2c1=O	-4%	-4%	4%	-2%	0%	0%	0.5%	0	0%	6%	8%
CC1CCN(S(=O)(=O)c2ccc(NC(=O)CNC3CCCCC3)cc2)CC1	-3%	-3%	-22%	-2%	-4%	5%	-0.3%	12	0%	?	1%
COc1cc(C(=O)N/N=C(\C)c2ccc(NC(=O)Cc3ccccc3)cc2)ccc1O	-7%	17%	-21%	-2%	-1%	95%	-0.1%	1	?	-6%	2%
COc1cc(/C=C2\SC(=Nc3ccc(O)cc3)NC2=O)cc(OC)c1OC	-5%	4%	-35%	1%	-6%	-43%	-0.7%	4	15%	-6%	0%
COc1ccc(OCc2cn(CC(=O)c3ccc(O)cc3)nn2)cc1	-12%	·	15%	-8%	-1%	63%	·	·	·	·	·
COc1ccc([N+](=O)[O-])cc1NC(=S)NC(NC(C)=O)C(Cl)(Cl)Cl (stereo not given)	-16%	-3%	-12%	0%	1%	-3%	-0.5%	4	-5%	17%	5%
COc1ccc(NC(=O)/C(Cl)=C(/Cl)S(=O)(=O)Cc2ccccc2)cn1	-5%	-19%	-2%	-13%	-2%	-94%	-0.2%	-1	-2%	13%	4%
COc1ccc(Nc2ncnc3sc(-c4ccccc4)cc23)cc1OC	6%	-14%	3%	·	-3%	-29%	-0.5%	0	0%	1%	4%
CC(=O)N1[C@H](C)C=C[C@]1(Cc1ccccc1)C(=O)O	2%	11%	4%	2%	-1%	-9%	-0.2%	-3	-1%	6%	3%
CN1CCN(c2nc(N3CCN(CCO)CC3)nc3ccccc23)CC1	7%	4%	0%	27%	-2%	-5%	0.3%	-1	4%	-8%	-1%
CCN(CC)C(=O)Cn1cnc2sc(C(=O)N3CCN(c4ccc(F)cc4)CC3)c(C)c2c1=O	-3%	-2%	0%	-2%	-1%	20%	0.2%	0	-19%	2%	0%
COCCCNC(=O)CCc1c(C)nc2c(c(C)nn2-c2ccc(C)cc2)c1C	6%	-7%	1%	0%	-2%	0%	-0.2%	?	-2%	6%	-6%
Nc1ccccc1C(=O)N1CCC(O)(c2ccc(Cl)cc2)CC1	-14%	8%	-22%	3%	-1%	-2%	-1.0%	2	-1%	7%	0%
Cc1ccc(Cn2ccsc2=NC(=O)COC(=O)c2ccc(NC(=O)CC#N)cc2)cc1	16%	-5%	-28%	·	0%	-44%	0.0%	0	-7%	-1%	-2%
CC[C@@]1(C(=O)OC)N[C@H](CN(C)S(=O)(=O)c2ccc(C(C)(C)C)cc2)[C@@H]2C(=O)N(Cc3ccccc3)C(=O)[C@@H]21	3%	2%	23%	0%	-2%	22%	-0.8%	·	-1%	-1%	-2%
Cc1ccc(Nc2c(-c3ccccn3)nc3cc(C)ccn23)cc1	-2%	?	-70%[inhibitor]	12%	0%	-81%	3.1%	?	?	-4%	-8%
COc1ccc(NS(=O)(=O)c2cc(NC(=O)c3ccc(=O)[nH]n3)ccc2N2CCOCC2)cc1	?	-3%	-17%	-1%	-7%	-21%	-0.1%	0	8%	1%	1%
COc1ccc(CCN(Cc2ccccn2)C(=S)Nc2ccccc2Cl)cc1OC	2%	1%	-5%	1%	-4%	-23%	0.0%	0	-7%	-23%	-5%
CCC(C(=O)NN1C(=O)c2ccccc2C1=O)c1ccccc1 (stereo not given)	3%	1%	-25%	0%	2%	20%	-0.2%	-1	3%	0%	0%
COc1ccc(COC(=O)c2ccc(N3CCCC3=O)cc2)cc1F	-5%	0%	1%	-2%	-6%	16%	-0.6%	25	2%	6%	-2%
Brc1ccc2nc(-c3cccs3)c(NCC3CCCO3)n2c1 (stereo not given)	?	9%	-43%	1%	-1%	43%	-0.4%	?	-8%	-9%	-6%
CN(C)c1ccc(CNc2ccc3c(c2)ncn3C)cc1	·	?	-2%	2%	1%	-27%	-0.1%	-3	?	8%	1%
CCCOc1ccc(CNC(=S)N/N=C/c2ccc([N+](=O)[O-])cc2)cc1	1%	6%	2%	-9%	-1%	-32%	0.4%	3	?	5%	2%
Fc1ccc(Br)cc1C1C=C(c2ccc(Br)s2)Nc2ncnn21 (stereo not given)	0%	-13%	2%	52%[activator]	2%	-46%	0.0%	?	17%	34%	25%

Compounds were not picked by outcome, and some 2.6% of all compounds hit somewhere here.
